12-LOX inh – Primary qHTS assay for inhibitors of human arachidonate 12S-lipoxygenase (ALOX12): Round 2; AID 1671190, 2021; Potency, µM (highest dose often 108 µM), inactives show at the highest dose activity change, negative = inhibition, hits mostly inhibitors; Polyunsaturated fatty acid lipoxygenase ALOX12 (Homo sapiens), P18054; hit rate 1.1% among 580,000; purified 12hLO, xylenol orange hydroperoxide absorbance; active = well fitted inhibition curve with a large enough effect; inconclusive = small, poorly fitted or top-dose-only effect, or another doubt; inactive = no such curve, though single readings can be large or run the other way
Target sequence (P18054 whole entry, looked up): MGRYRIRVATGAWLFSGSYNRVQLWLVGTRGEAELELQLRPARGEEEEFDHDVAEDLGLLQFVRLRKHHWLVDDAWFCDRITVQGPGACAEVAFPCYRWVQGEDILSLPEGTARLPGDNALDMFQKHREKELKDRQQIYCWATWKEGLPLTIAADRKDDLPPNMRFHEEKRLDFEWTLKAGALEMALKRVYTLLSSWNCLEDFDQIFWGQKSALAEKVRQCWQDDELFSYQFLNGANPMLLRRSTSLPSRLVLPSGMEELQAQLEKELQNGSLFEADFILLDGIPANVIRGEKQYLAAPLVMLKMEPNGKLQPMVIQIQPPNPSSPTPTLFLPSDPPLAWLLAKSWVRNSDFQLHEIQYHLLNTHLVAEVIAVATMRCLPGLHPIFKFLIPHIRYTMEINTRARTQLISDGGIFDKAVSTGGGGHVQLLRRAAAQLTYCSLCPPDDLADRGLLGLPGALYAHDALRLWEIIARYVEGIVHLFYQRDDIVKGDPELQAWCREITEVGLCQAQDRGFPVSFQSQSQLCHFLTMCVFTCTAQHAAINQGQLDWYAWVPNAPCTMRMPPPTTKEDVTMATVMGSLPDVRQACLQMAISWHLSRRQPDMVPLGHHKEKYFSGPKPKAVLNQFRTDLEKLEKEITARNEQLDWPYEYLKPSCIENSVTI
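Purified human 12hLO at 150 nM in 25 mM Hepes, 0.01% Triton X-100, pH 7.0, preincubated 15 min at room temperature with compound. Reaction started with 40 uM arachidonic acid, 30 min at room temperature. Hydroperoxide measured by Fe-xylenol orange, 573/405 nm absorbance ratio.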
* marks the source's active call; other numbers are inactive results; u = inconclusive; [ ] = another dose, or the depositor's remark. % is set by controls: 0 for no effect and ±100 for the full control effect; potency is the fitted concentration of half-maximal effect. An excerpt (hit frequency here may not be typical).

SMILES	12-LOX inh
COc1cccc(C2(c3cccc(OC)c3)CC2C(=O)O)c1 (centres undefined)	-17%
Cc1cccc(NC(=O)C2CCN(C(=O)c3nnn4cc(C)[nH]c(=O)c34)CC2)c1	36%
CNC(=O)Nc1ccc(C2(C(=O)NCc3ccco3)CCC2)cc1	33%[activator]
CCOC(=O)C1(Cc2ccccc2F)CCCN(C(=O)c2ccc(-n3ccnc3)cc2)C1 (centres undefined)	102%[activator]
O=C(Nc1ccc(I)cc1)C1CCCCC1	u
CC(=O)Nc1ccc(NC(=O)c2ccc(N(C)C)cc2)cc1	14%
O=C(NCCc1ccc(F)cc1)N1CCc2sccc2C1	-4%
COc1ccc(OC)c(NC(=O)CSc2nc3ccsc3c(=O)n2-c2ccccc2F)c1	u
O=C(CCN1C(=O)NC2(CCCCC2)C1=O)Nc1cnc2ccccc2c1	41%
Cc1ccc(S(=O)(=O)N2CCCN(C)c3ccccc32)cc1F	u
O=C1c2cnc(-c3ccc(F)cc3F)nc2OCCN1Cc1ccc(F)cc1F	1%[176 µM]
C[C@H]1[C@@H](NS(=O)(=O)c2ccc(C#N)cc2)CC[C@@]23CCCN2C(=O)CCC[C@@H]13	26%
CC(C)(C)CC(=O)N1CCC2(CC1)C(=O)N(CC(=O)Nc1ccc(F)cc1)CN2c1ccccc1	-8%
c1ccc2c(N3CCC3)nc(-c3ccncc3)nc2c1	37%[activator]
CCCOc1ccc(CCNC(=O)C2NCCc3[nH]cnc32)cc1OC (centres undefined)	u
CN1CCN(C(=O)Cn2nc(-c3ccc(Cl)cc3)c3ccccc3c2=O)CC1	3%
COCCOC1CCN(S(=O)(=O)c2ccc(F)cc2)CC1	45%[activator]
COc1ccccc1N(C)C(=O)Cc1noc2ccccc12	4%
Cc1ccc2c(c1)nc1n2[C@@H](CNCc2cnn(C)c2)COC1	12%[176 µM]
CN(C(=O)CCc1ncc(-c2ccc(Cl)cc2)o1)C1C2CC3CC(C2)CC1C3 (centres undefined)	10%
Cc1nc(N2CCC(NC(=O)Cc3ccccc3C)CC2)cc(C(F)(F)F)n1	25%
CC1=C2C(=CO[C@H](C)[C@H]2C)C(=O)C(C(=O)O)=C1O	-3%
CC(C)c1cnc(N2CCC(COc3ccc4c(cnn4CCC(=O)O)c3)CC2)nc1	2%[176 µM]
O=C(NCCCN1CCOCC1)c1csc(Nc2ccccc2Cl)n1	9%
COc1ccc(-c2ccccc2)cc1N1C(=O)[C@@H]2C[C@H]1CN2C(=O)[C@@H](C)O	5%
O=C(O)[C@H]1C[C@@H](C(=O)N2CCCC2)CN(Cc2ccc(F)cc2F)C1	2%
CN(C)c1cc(N2CCCC(NC(=O)c3ccsc3)C2)ncn1 (centres undefined)	2%
CCn1cnc2c1c(=O)n(Cc1c(C)noc1C)c(=O)n2Cc1ccccc1	-20%
C=CC(=O)Nc1cc2c(Nc3ccc(F)c(Cl)c3)ncnc2cc1C#CC(C)(C)N1CCN(C)CC1	-12%[57.4 µM]
COC(=O)C(O)(c1ccccc1)C(Nc1ccc(OC)cc1)c1ccc(Br)cc1 (centres undefined)	4%
O=[N+]([O-])c1cc(S(=O)(=O)Nc2ccc(Cl)cc2)ccc1N/N=C/c1ccsc1	9%
COc1ccccc1-c1cnc(Nc2ccc(Cl)cn2)c2c1CCO2	12%[176 µM]
CCCCCCCCC(=O)Nc1c(C)cccc1CC	-2%
COc1cccc(N2C(=O)NC(=NC3CCCCC3)C23CCN(C(=O)c2ccccc2OC)C3)c1 (centres undefined)	0%[6.33 µM]
O=C(NCC1CC1)c1cccc(OC2CN(CC3CC=CCC3)C2)c1 (centres undefined)	u
CC(C)NC(=O)NC(=O)CSc1nnc(-c2ccccc2)c(-c2ccccc2)n1	2%
O=C(NC1CCCN(c2cc(-c3ccc(F)cc3)[nH]n2)C1)C1CCCCC1 (centres undefined)	21%
CCN(C)C(=O)C(C)N1CCc2onc(C(c3ccccc3)c3ccccc3)c2C1 (centres undefined)	25%
OCC1(c2nc(C3CCOCC3)nn2-c2cccc3c2CCC3)CC1	4%
COCCCNC(=O)/C=C/C(=O)O	-54%
COC(=O)c1sccc1S(=O)(=O)N1CCN2C(=O)CN(C)C(=O)C2C1 (centres undefined)	34%[activator]
Cc1cccc(OCCc2noc(C3CN(C(=O)c4cnccc4C)C3)n2)c1	3%
CC(C)CCCC1CN(C(=O)c2cn(C3CCC(N)CC3)nn2)CCO1 (centres undefined)	u
Cc1c(-c2ccccc2)oc2c(C(=O)OCC(=O)Nc3ccccc3F)cccc2c1=O	-42%
COc1ccc(NC(=O)O[C@@H]2CO[C@H]3[C@@H]2OC[C@@H]3NC(=O)Nc2cccc(C#N)c2)cc1	-5%
COc1ccccc1-c1cc2c(nc1OC)nc(CC1CC1)n2C	u
COCC1CN(C(C)=O)CC12CCN(Cc1ccccc1OC(C)C)CC2 (centres undefined)	17%
CC1(C)CC(=O)C=C(C2CC2)C1=O	3%

Pulled by compound from the list above (3):
SMILES	12-LOX inh
COc1ccccc1-c1cc2c(nc1OC)nc(CC1CC1)n2C	u
CC1(C)CC(=O)C=C(C2CC2)C1=O	3%
Cc1cccc(OCCc2noc(C3CN(C(=O)c4cnccc4C)C3)n2)c1	3%

(listing goes on)
SMILES	12-LOX inh
COc1cccc(CC(=O)N2CCCCCNC(=O)[C@@H]3CCCC[C@@H]32)c1	25%
C[C@H](CO)N1C[C@H](C)[C@H](CN(C)C(=O)Nc2cccc(F)c2)Oc2cc(Br)ccc2S1(=O)=O	u
Cc1ccc(C(=O)N2CCC3(CC2)CC(N(C(=O)NC(C)C)C2CC2)CCO3)cn1 (centres undefined)	29%
COCc1nncn1C1CCN(S(=O)(=O)c2ccccc2C(F)(F)F)CC1	42%[activator]
CCN1C(=O)CN(C(=O)C2CC2)CC12CCOCC2	51%[activator]
O=C(NC1CC1)C12CC3CC(CC(C3)C1)C2	-3%
Cc1cc2nc(CO[C@H]3CN(Cc4ccc(C(=O)O)cc4)C[C@H]3F)[nH]c2cc1C	22%[176 µM]
OCC1SC(O)C(O)C(O)C1O (centres undefined)	-13%
Cc1nnc(NC(=O)c2cc(-c3ccccc3C)nc3ccccc23)s1	u
COc1cc(C(=O)N2[C@@H]3CC[C@H]2CC(NC(=O)c2ccncc2)C3)cc(OC)c1OC (some centres undefined)	18%
Cc1cc(C)cc(OC(=O)c2cnc(C)cn2)c1	-4%
Fc1ccc(-c2cnc3n2C[C@H](CNC2CCOCC2)OC3)cc1	38%[176 µM]
Cc1cc(NC(=O)C(C)Oc2ccc3ccc(=O)oc3c2)no1 (centres undefined)	0%
CCn1cc(CN2CCC(N3C(=O)C4(CCCC4)C3c3ccccc3)CC2)cn1 (centres undefined)	37%[activator]
CC(=O)c1cc(F)c(N2CCN(C(=O)c3c(F)cccc3F)CC2)cc1C	7%
O=C1CCC[C@H]2[C@@H](Cc3ccccc3)[C@@H](NCC3CCCCC3)CC[C@]23CCCN13	u
Cc1ccc(Cl)cc1-n1ncc2c(=O)n(CC(=O)Nc3ccc(F)cc3Cl)cnc21	u
CCOC(=O)CNC(=O)c1ccc(C(=O)NCC(=O)OCC)cc1	-32%
Cn1ccnc1CNC(=O)CC(c1cccc(O)c1)c1ccccc1Cl (centres undefined)	10%
O=C(NCCc1ccccc1F)c1ccncc1	0%
N#Cc1ccc(COC(=O)c2cccnc2N2CCOCC2)cc1	0%
CCCC(=O)N1CCCN(C(C)C(=O)Nc2ccccc2Cl)CC1 (centres undefined)	u
COCCOC(=O)/C(C#N)=C\c1ccc(O)c(OC)c1	-25%
CC(C)c1ccc(N=Cc2cccs2)cc1	-4%
O=C(Cc1ccccc1)N1CCC(O)(c2csc(CN3CCc4ccccc4C3)n2)CC1	50%[activator]
COc1ccc(CN2CCC3(CC2)COc2ccccc2NC3=O)cc1	34%[activator]
COC(=O)c1cc2cc3ccccc3nc2s1	-8%
CC(=O)NC[C@H]1O[C@@H](CO)[C@@H](O)[C@H]1N1CCc2ccccc2C1	u
COc1cc(/C(Cl)=N/O)cc(OC)c1OC	-1%
CCCCN1C(=O)[C@@H]2C[C@@H](O)CN2C2(CN(Cc3ccncc3)C2)C1=O	26%[176 µM]
COc1ccc(NC(=O)Cn2cccc2-c2nc(-c3ccccc3)no2)cc1OC	-3%
COc1ccc(C2CC(C(=O)NCc3ccccc3)CN(C(=O)C3CC3)C2)cc1OC (centres undefined)	41%
COCCN1CCCCC(CC(=O)Nc2ccc(C)cc2)C1=O (centres undefined)	8%
CC1CCC2(CC1)NC(=O)N(CC(=O)NC(C)CCc1ccccc1)C2=O (centres undefined)	-8%
O=C(c1cccs1)N1CCCC(CN2CCCC2)CC1 (centres undefined)	106%[activator]
CC(=O)NC1(C)CCCN(c2ccc(OC(F)(F)F)cc2)C1 (centres undefined)	-18%[176 µM]
Cn1ncc2c(C(=O)NC3CC3)cc(-c3ccc(F)cc3)nc21	4%[6.33 µM]
CN1CCN(c2ccc(NC(=O)CN(Cc3ccccc3)S(=O)(=O)c3ccccc3)cc2)CC1	-26%
Cc1ccc(-c2cc(C(=O)NCC3CCCO3)c3ccccc3n2)c(C)c1 (centres undefined)	-23%
COC1CCC(N(C(=O)C2CCC(C)CC2)c2cc(C3=CCCCC3)sc2C(=O)O)CC1 (centres undefined)	u
COc1cc(/C=C/C(=O)c2cccs2)ccc1O	u
COc1ccc(NS(=O)(=O)c2cc(NC(=O)c3cccc(-n4cccc4)c3)ccc2OC)cc1	-2%
CC(C)OC(C)C(=O)N1CCC(n2nccc2NC(=O)c2ccccc2)CC1 (centres undefined)	6%
CC1CC(NC(=O)C2CC=CCC2C(=O)O)CC(C)(C)C1 (centres undefined)	27%
Cc1cc(C(=O)Nc2ccc([C@H]3OCC(=O)N(C)[C@@H]3CO)cc2)n(C)n1	8%[176 µM]
Cc1c(F)cccc1NC(=O)C1CN(S(=O)(=O)C2CC2)CC12CCCCC2 (centres undefined)	u
CCOC(=O)c1ccc(NC(=O)Cn2c(-c3cnccn3)nc(C)c(CCO)c2=O)cc1	43%[activator]
COC[C@H]1NC(=O)CC[C@H]1C(=O)N1CCCc2ccccc21	1%
O=C(c1ccc2c(c1)OCO2)N1CCCC2(CN[S+](=O)([O-])c3ccccc3N2)C1 (centres undefined)	2%
COc1cc(C#N)c(C(=O)c2ccc(C)cc2)cc1OC	-26%
COc1nccnc1NC1CCN(C(=O)c2ccco2)CC1	22%
Cc1cc(C)c(CNC(=O)c2cccc(CCC(C)(C)O)c2)cn1	20%
COc1cccc(C(=O)N2CCC(n3cc(-c4nc(C)no4)nn3)C2)c1 (centres undefined)	9%
CCc1nncn1C1CCN(S(=O)(=O)c2ccc(Cl)c(C)c2)CC1	28%
CCOC(=O)c1ccc(NC(=O)CS(=O)(=O)Cc2nc(-c3ccccc3C)oc2C)cc1	18%
COc1ccc(OC)c(-c2nc(CN3CCN(C)C(=O)C3C)c(C)o2)c1 (centres undefined)	20%
Cc1nc2cc(NC(=O)c3ccc(Cl)c(Cl)c3)ccc2o1	-12%
CNc1c(NC(=O)c2ccccc2Cl)c(=O)oc2ccccc12	-16%
O=C(Cc1ccccc1)NCCNC(=O)c1cc(=O)[nH]c2ccccc12	25%
COc1cccc(-c2cc3c(=O)n(CCNC(=O)C4CCN(C(C)=O)CC4)ccn3n2)c1	40%[activator]

Part of the list above in order of length of the SMILES, lowest first.
SMILES	12-LOX inh
COc1nccnc1NC1CCN(C(=O)c2ccco2)CC1	22%
COc1cc(C#N)c(C(=O)c2ccc(C)cc2)cc1OC	-26%
CNc1c(NC(=O)c2ccccc2Cl)c(=O)oc2ccccc12	-16%
Cc1cc(C)c(CNC(=O)c2cccc(CCC(C)(C)O)c2)cn1	20%
COC[C@H]1NC(=O)CC[C@H]1C(=O)N1CCCc2ccccc21	1%
CCc1nncn1C1CCN(S(=O)(=O)c2ccc(Cl)c(C)c2)CC1	28%
O=C(Cc1ccccc1)NCCNC(=O)c1cc(=O)[nH]c2ccccc12	25%
COc1ccc(OC)c(-c2nc(CN3CCN(C)C(=O)C3C)c(C)o2)c1 (centres undefined)	20%
Cc1c(F)cccc1NC(=O)C1CN(S(=O)(=O)C2CC2)CC12CCCCC2 (centres undefined)	u
CCOC(=O)c1ccc(NC(=O)Cn2c(-c3cnccn3)nc(C)c(CCO)c2=O)cc1	43%[activator]
Cc1cc(C(=O)Nc2ccc([C@H]3OCC(=O)N(C)[C@@H]3CO)cc2)n(C)n1	8%[176 µM]
COc1cccc(-c2cc3c(=O)n(CCNC(=O)C4CCN(C(C)=O)CC4)ccn3n2)c1	40%[activator]
O=C(c1ccc2c(c1)OCO2)N1CCCC2(CN[S+](=O)([O-])c3ccccc3N2)C1 (centres undefined)	2%

Other entries.
SMILES	12-LOX inh
COc1ccc(CCNC(=O)CS(=O)Cc2nc(-c3ccc(Cl)cc3)oc2C)cc1OC (centres undefined)	22%
Cn1ncc2c(C(=O)NCc3cccnc3)cc(C(C)(C)C)nc21	5%[6.33 µM]
COc1ccc(CC(=O)N2CCc3nc(C(C)C)nc(-c4ccc(OC)cc4)c3CC2)cc1	-2%
Cc1ccc(CC(=O)N[C@@H]2CN(c3ccncn3)C[C@H]2CN(C)C)cc1	58%[activator]
O=C(c1cccs1)N1CCC2(CC1)NCCc1c2[nH]c2ccccc12	6%
COc1ccc(C2=NN3C(=O)c4ccccc4C3C2)cc1 (centres undefined)	23%
Cc1ccc(CNC(=O)CCC[C@@H]2[C@H]3CCCN4CCC[C@@H](CN2Cc2ccccc2)[C@@H]34)o1	26%
O=C(COc1ccc2nc3n(c(=O)c2c1)CCCCC3)NC1CC1	-3%
COCC(=O)N1C[C@@H]2C[C@H]1C(=O)N(CC1CC1)c1ccccc1O2	11%[176 µM]
